Screening data from PubChem.
KDM5B inh = KDM5B demethylase inhibition; 220,000 compounds, 2.6% hits; Potency, µM (titrated, usually from 57.7 µM), for the others: top-dose activity change, negative = inhibition, most hits filed as inhibitors; AID 1347165; KDM5B demethylase, FDH-coupled NADH fluorescence (FDH is formaldehyde dehydrogenase); active = well fitted inhibition curve with a large enough effect; inconclusive = small, poorly fitted or top-dose-only effect; inactive = no such curve, though single readings can be large or run the other way; also: 0% is about no effect; nearly all actives have a fitted effect of over 70% in size
Target sequence (Q9UGL1 whole entry, looked up): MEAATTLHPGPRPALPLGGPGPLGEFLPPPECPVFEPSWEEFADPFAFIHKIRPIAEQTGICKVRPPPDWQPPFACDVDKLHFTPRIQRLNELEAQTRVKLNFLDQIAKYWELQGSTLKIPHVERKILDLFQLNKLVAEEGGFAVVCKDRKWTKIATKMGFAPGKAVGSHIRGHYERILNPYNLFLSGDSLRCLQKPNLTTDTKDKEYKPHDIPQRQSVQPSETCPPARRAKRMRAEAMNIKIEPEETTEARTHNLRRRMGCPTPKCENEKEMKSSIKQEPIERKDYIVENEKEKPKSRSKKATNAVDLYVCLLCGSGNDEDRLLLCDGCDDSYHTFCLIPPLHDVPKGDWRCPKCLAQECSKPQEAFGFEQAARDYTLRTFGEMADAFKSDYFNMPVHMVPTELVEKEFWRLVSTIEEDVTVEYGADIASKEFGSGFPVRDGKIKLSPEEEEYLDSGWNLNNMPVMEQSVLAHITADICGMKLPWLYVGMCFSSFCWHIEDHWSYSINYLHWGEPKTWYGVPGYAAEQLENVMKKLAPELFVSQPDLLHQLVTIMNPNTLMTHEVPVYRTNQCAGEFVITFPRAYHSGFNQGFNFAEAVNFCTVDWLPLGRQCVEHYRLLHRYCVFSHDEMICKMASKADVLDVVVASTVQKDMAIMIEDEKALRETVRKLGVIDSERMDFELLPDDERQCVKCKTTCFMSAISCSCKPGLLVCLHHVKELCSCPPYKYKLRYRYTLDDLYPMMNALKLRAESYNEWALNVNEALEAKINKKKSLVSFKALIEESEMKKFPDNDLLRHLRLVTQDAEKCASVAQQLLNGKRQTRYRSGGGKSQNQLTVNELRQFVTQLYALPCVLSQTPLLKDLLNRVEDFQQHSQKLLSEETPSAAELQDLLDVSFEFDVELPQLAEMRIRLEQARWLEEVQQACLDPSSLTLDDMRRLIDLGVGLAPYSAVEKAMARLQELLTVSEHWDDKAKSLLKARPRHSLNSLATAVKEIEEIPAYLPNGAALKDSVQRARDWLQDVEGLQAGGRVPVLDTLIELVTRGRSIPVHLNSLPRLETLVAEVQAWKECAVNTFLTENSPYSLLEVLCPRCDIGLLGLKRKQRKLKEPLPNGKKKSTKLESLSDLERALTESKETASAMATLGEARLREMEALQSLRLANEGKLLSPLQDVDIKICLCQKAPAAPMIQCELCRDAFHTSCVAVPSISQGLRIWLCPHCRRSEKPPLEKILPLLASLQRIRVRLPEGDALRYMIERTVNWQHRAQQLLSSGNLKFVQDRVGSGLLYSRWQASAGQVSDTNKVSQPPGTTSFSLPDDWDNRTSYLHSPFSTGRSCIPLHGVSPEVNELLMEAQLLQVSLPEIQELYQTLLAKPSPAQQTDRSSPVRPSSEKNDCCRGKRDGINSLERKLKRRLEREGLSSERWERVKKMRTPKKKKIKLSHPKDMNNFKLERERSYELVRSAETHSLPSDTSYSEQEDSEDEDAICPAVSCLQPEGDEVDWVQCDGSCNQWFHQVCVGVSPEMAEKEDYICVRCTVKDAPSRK
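qHTS format, multiple compound concentrations. Buffer 50 mM HEPES pH 7.5/0.01% Tween-20; 200 nM KDM5BΔAP final; 10 min compound preincubation; substrate-mix levels 12.5 µM peptide, 25 µM α-KG, 0.25 mM NAD⁺; 30 min RT; ΔRFU.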
* = called active by the depositor; ? = inconclusive; [ ] = dose if it differs, or a comment. Potency is read from the fitted curve at half-maximal effect. This is a subset; rates above refer to the full screens.

SMILES	KDM5B inh
Cc1ccc(S(=O)(=O)NC2CC2)cc1C(=O)N1CCN(c2ccccc2O)CC1	-18%
CN1c2cc(C(=O)Nc3ccc(C(F)(F)F)cc3)ccc2C(=O)N2CCCCC21 (stereo not given)	?
c1ccc(CNCc2ccc(-c3ccccc3)o2)cc1	21%
CN1CCC(Cc2nc(CC3C=CS(=O)(=O)C3)n(CCO)n2)CC1 (stereo not given)	-16%
COc1ccc(C)cc1S(=O)(=O)NCC(c1cccs1)S(=O)(=O)c1ccc(C)cc1 (stereo not given)	-9%
O=C(NC[C@H]1OC[C@@H](NC2CCC2)[C@@H]1O)c1cccs1	24%[86.2 µM]
COCc1cc(C[C@@H]2CC[C@H](O)[C@@H](CNS(=O)(=O)c3ccccc3)O2)no1	17%[86.2 µM]
CCOc1ccccc1CNC(=O)CSc1n[nH]c(-c2ccccc2Cl)n1	-12%
N#Cc1ccccc1CN1CCc2nc(N3CCc4ccccc4C3)[nH]c(=O)c2CC1	-12%
O=C(COc1ccccc1)Nc1nnc(-c2ccccc2Cl)o1	?
CC(=O)c1nnn(-c2cccc(C#N)c2)c1C	38%
Cc1ccc(C)c(-n2c(-c3ccncc3)n[nH]c2=S)c1	-12%
COc1cc(C2CC(=O)Nc3ccsc32)ccc1OCC(N)=O (stereo not given)	20%
Cc1noc2c(N3CCNC(=O)C3)cc(-c3cccc(C(F)(F)F)c3)nc12	-26%[86.2 µM]
Cc1cccc(N2C(=O)CSC23C(=O)N(C)c2ccccc23)c1 (stereo not given)	?
NC(=O)COC(=O)c1cc(-c2ccc(F)cc2)nc2ccccc12	?
O=C(COC(=O)c1cc(=O)c2ccccc2o1)Nc1ccccc1F	-20%
Cc1ncoc1C(=O)N1CCC(C(=O)N2CCCCCCNC(=O)CC2)CC1	4%
CC(C(=O)Nc1c(F)cccc1F)N1CCN(c2ccc(O)cc2)CC1 (stereo not given)	?
CCOC(=O)c1ccc(NC(=O)CSc2ncc(S(=O)(=O)c3ccc(C)c(Cl)c3)c(=O)[nH]2)cc1	-7%
CC(C)NC(=O)CNC(=O)c1nc2ccccc2c(=O)[nH]1	1%
O=C(NC[C@H]1OC[C@@H](NCc2ccccc2F)[C@@H]1O)Nc1ccccc1	18%[86.2 µM]
COc1ccccc1C(=O)N1CCC2(C1)C(=NC1CCCC1)NC(=O)N2c1cc(F)cc(F)c1 (stereo not given)	5%[115 µM]
COc1cccc(/C=C/c2nc3cc(C)c(C)cc3s2)c1OC	-8%
CCN1CCN(c2c(S(=O)(=O)c3ccc(OC)cc3)cnc3cc(OC)c(OC)cc23)CC1	4%

(more compounds)
SMILES	KDM5B inh
Cc1ccc(C)c(CN2C(=O)NC3(CCCCCC3)C2=O)c1	-12%
CC(C)NS(=O)(=O)c1ccc(C(=O)NCC(=O)O)cc1	0%
Cc1cc(C)c2nc(SCC(=O)N3CCCC3)cc(C)c2c1	15%
Cc1nc2c(cnn2C(C)C)cc1C(=O)N(C)Cc1c(F)cccc1Cl	16%
O=c1c2nc(-c3ccsc3)ccc2ncn1-c1ccccc1	40µM*
Cc1cccc(N2Cc3c(ncnc3N3CCOCC3)CN(C)C2=O)c1	-3%
Cc1cccc(-c2noc([C@@H]3Cc4nc[nH]c4CN3C(=O)C3CCCCC3)n2)c1	-14%[86.2 µM]
O=C1CC(c2ccccc2)N(C(=O)CNC(=O)C2(c3ccccc3)CC2)CCCCCCN1 (stereo not given)	-5%
CCOC(=O)N1CCN(C(=O)CN(c2ccccc2OCC)S(=O)(=O)c2ccc(C)cc2)CC1	13%
Cc1ccc(OC2(C(=O)O)CCN(C(=O)c3nc(C)oc3C)CC2)cn1	-22%
O=C1CC2(CCN([S+](=O)([O-])c3cccs3)CC2)Oc2ccccc2N1	-17%
Cc1ccc(S(=O)(=O)c2nnn3c2nc(N2CCCCC2)c2sccc23)cc1	-18%
COC[C@H]1C[C@@H](NC(=O)Nc2cccc(-c3noc(C)n3)c2)[C@H](O)[C@@H]1O	-20%[86.2 µM]
CC1=C[C@@H](CNC(=O)Cn2cnnn2)[C@H](C(C)C)C[C@H]1Cc1nc2ccc(C)cc2[nH]1	?
COc1cccc(CNC(=O)c2ccc3noc(-c4ccc(C)cc4)c3c2)c1	-10%
Cc1ccc(Cl)cc1N1CCN(S(=O)(=O)c2ccc3c(c2)CC(C)N3C(=O)C2CCC2)CC1 (stereo not given)	-28%[11.5 µM]
CC(NC(=O)CNC(=O)c1ccc(N2CCCC2=O)cc1)c1ccccc1Br (stereo not given)	-12%
CCOc1cc(/C=C2/NC(=O)NC2=O)cc(Cl)c1OC(C)C	9%
O=c1c(-c2ccc(Cl)cc2)coc2cc(OCCN3CCN(CCO)CC3)ccc12	4%
O=C1NCCCC1C(=O)N/N=C/c1cccc(Cl)c1 (stereo not given)	?
O=C(N1CCCCC1)N1CCCC1c1nnc2n1CCNC2 (stereo not given)	-6%[115 µM]
C[S+](=O)([O-])N1CC2(Cc3ccccc31)CN(C(=O)c1ccccc1F)C2	-7%
CCCNC(=O)CSc1c(CC)cnc2c1c(=O)n(C)c(=O)n2C	0%
COc1ccc(CNC(=O)C2CCCN(S(=O)(=O)c3ccc(Br)s3)C2)cc1 (stereo not given)	4%
COc1ccc(NC(=O)c2oc3ccccc3c2NC(=O)Cc2coc3cc(C)ccc23)cc1	-9%

Continued.
SMILES	KDM5B inh
C#CCOc1ccc(C(=O)Nc2cccc3ccccc23)cc1	-23%
COc1ccc(NC(=O)CCn2cnc3onc(-c4ccc(F)cc4)c3c2=O)cc1OC	?
N#Cc1ccccc1CN1CCCC(C(=O)NCc2ccccc2)CCNC(=O)CC1 (stereo not given)	?
COc1cccc(-c2cc3c(=O)n(CC(O)c4ccccc4)ccn3n2)c1 (stereo not given)	28µM*
COc1ccc(C(=O)N2CCC(c3n[nH]c(=O)n3Cc3ccc(C)cc3)CC2)cc1F	-7%
CCOC(=O)C1=CN(CC(=O)Nc2cccc(C)c2C)S(=O)(=O)N=C1C	17%
COc1ccc(C[C@H](NC(=O)C2=C[C@@H](Oc3cc(F)ccc3Br)[C@H](O)[C@H](O)C2)C(N)=O)cc1	-9%
O=C(c1ccco1)N1CCN(C2CCC3(CCNCC3)CC2)CC1	-12%
CCS(=O)(=O)CC(=O)O	13%
COc1ccc(CCn2c(CCCOc3ccc(Cl)cc3Cl)n[nH]c2=S)cc1OC	-16%
CCN(CC)C(=O)/C(=C/c1cn(S(=O)(=O)N(C)C)c2ccccc12)NC(=O)c1ccccc1OC	6%
COc1ccc(OCc2nc(C)c(CCO)c(=O)n2CC(=O)NCc2ccc(F)cc2)cc1	13%
c1cc(OCc2nc(-c3cccs3)no2)cc(-n2cnnn2)c1	12%
O=[N+]([O-])c1cccc(NC(=S)Nc2nc(-c3ccc(Cl)cc3Cl)cs2)c1	-11%
CN(CC1CCOCC1)C(=O)Nc1ccc(Cl)cc1	-9%
O=C(/C=C\c1ccc2c(c1)OCO2)NC1CC(=O)N(c2ccccc2)C1 (stereo not given)	?
N#CCN1CCN(CC(=O)c2ccc(Br)cc2)CC1	-11%
COc1ccc2cc1Nc1ccc(cc1)C[C@H](NCC1CC1)C(=O)N(C)[C@@H](C(=O)Nc1ccccc1)C2	-5%
CCOc1ccccc1C(=O)N1[C@@H]2CC[C@H]1CC(NC(=O)c1ccncc1)C2 (stereo not given in full)	-13%
CN1CCN(c2nnc(-c3ccc(F)cc3)c3ccccc23)CC1	0%
COc1cccc(-c2cn3c(n2)sc2cc(C(=O)NCc4cccs4)ccc23)c1	?
COc1ccccc1NC(=O)C(Cc1ccccc1)NS(=O)(=O)c1ccc2c(c1)c(=O)n(C)c(=O)n2C (stereo not given)	-15%
COc1ccc(C(=O)C(C)OC(=O)c2sc(C)nc2C)cc1 (stereo not given)	22%
CCC(C)NC(=O)c1c(C)oc2ncn(CC(C)C)c(=O)c12 (stereo not given)	0%
Fc1ccccc1CNC(=S)NC1CC2CCC1C2 (stereo not given)	29%

Continued:
SMILES	KDM5B inh
Cc1noc(C)c1Cc1c(C(=O)N2CCC(C3CCNC3)CC2)noc1C (stereo not given)	-29%
COc1ccc(CN2CCC(n3cc[nH]c3=O)CC2)cc1	13%[86.2 µM]
O=c1[nH]c2cc3c(cc2cc1CN1CC[C@H](O)C1)OCO3	28µM*
C=C(C)Cn1c(NCCCOCC)nc2c1c(=O)n(C)c(=O)n2C	-14%
O=C(Cc1noc2ccccc12)N[C@H](C1CCNCC1)C1CC(O)C1 (stereo not given in full)	29%
COC(=O)Cc1cccc2c(=O)c3ccccc3oc12	?
CCN(CC)C(=O)N1CCCCC1c1noc(COc2ccc(F)cc2)n1 (stereo not given)	-9%
CN1C[C@@H](NC(=O)CC(C)(C)C)C[C@H]1c1nc(-c2ccc(OC(F)(F)F)cc2)no1	18%[86.2 µM]
CCC(C)Nc1sc(S(C)(=O)=O)nc1S(=O)(=O)c1ccc(C)cc1 (stereo not given)	-3%
O=C(CC[C@@H]1CNC(=O)[C@@H]2C[C@H](NC(=O)Nc3ccccc3)CN12)NCc1ccccc1	-19%
CC(C)C(=O)N1CCC(c2nc(-c3cccnn3)no2)CC1	-11%
Cc1c(NC(=S)NC(=O)c2ccc(COc3ccccc3)cc2)cccc1C(=O)O	4%
Cc1ccc(NC(=O)CN2CCN(C(=O)CCNC(=O)c3ccc(C(C)(C)C)cc3)CC2)cc1	6%
CNC(=O)[C@@H]1CN(C(=O)c2sccc2C)C[C@H]1c1n[nH]c(C)n1	-14%
COc1ccc(CNCC(O)(c2ccccc2)c2ccc(F)cc2)cc1OC (stereo not given)	-9%
O=[N+]([O-])c1ccccc1N=Nc1ccc(O)cc1	-16%
Cc1nnc([C@@H]2CC(F)(F)CN2C(=O)COc2ccc(F)cc2)o1	8%
Cn1c(=O)c2nc(SCc3cccc(F)c3)n(C)c2n(C)c1=O	?
CN1C[C@@H]2CCCN3CCC[C@@H]([C@H]23)[C@H]1CCCC(=O)NCC1CC1	7%
O=C1N(c2ccccc2)C(=Nc2ccccc2)SC12CC2	30%
CC(=O)Nc1ccc(NC(=O)COC(=O)C2CCN(/C=C/C(=O)C(F)(F)F)CC2)cc1	23%
CCCc1noc(-c2ccc(NCc3ccccc3OC)c([N+](=O)[O-])c2)n1	-20%
O=C(NCCc1ccccn1)C(F)(F)c1ccccc1	8%

Fetched one by one from the list above (two):
SMILES	KDM5B inh
O=C1N(c2ccccc2)C(=Nc2ccccc2)SC12CC2	30%
COC(=O)Cc1cccc2c(=O)c3ccccc3oc12	?

Entries listed so far that have an aryl methoxy group, in the order listed:
SMILES	KDM5B inh
COc1ccc(C)cc1S(=O)(=O)NCC(c1cccs1)S(=O)(=O)c1ccc(C)cc1 (stereo not given)	-9%
COc1cc(C2CC(=O)Nc3ccsc32)ccc1OCC(N)=O (stereo not given)	20%
COc1ccccc1C(=O)N1CCC2(C1)C(=NC1CCCC1)NC(=O)N2c1cc(F)cc(F)c1 (stereo not given)	5%[115 µM]
COc1cccc(/C=C/c2nc3cc(C)c(C)cc3s2)c1OC	-8%
CCN1CCN(c2c(S(=O)(=O)c3ccc(OC)cc3)cnc3cc(OC)c(OC)cc23)CC1	4%
COc1cccc(CNC(=O)c2ccc3noc(-c4ccc(C)cc4)c3c2)c1	-10%
COc1ccc(CNC(=O)C2CCCN(S(=O)(=O)c3ccc(Br)s3)C2)cc1 (stereo not given)	4%
COc1ccc(NC(=O)c2oc3ccccc3c2NC(=O)Cc2coc3cc(C)ccc23)cc1	-9%
COc1ccc(NC(=O)CCn2cnc3onc(-c4ccc(F)cc4)c3c2=O)cc1OC	?
COc1cccc(-c2cc3c(=O)n(CC(O)c4ccccc4)ccn3n2)c1 (stereo not given)	28µM*
COc1ccc(C(=O)N2CCC(c3n[nH]c(=O)n3Cc3ccc(C)cc3)CC2)cc1F	-7%
COc1ccc(C[C@H](NC(=O)C2=C[C@@H](Oc3cc(F)ccc3Br)[C@H](O)[C@H](O)C2)C(N)=O)cc1	-9%
COc1ccc(CCn2c(CCCOc3ccc(Cl)cc3Cl)n[nH]c2=S)cc1OC	-16%
CCN(CC)C(=O)/C(=C/c1cn(S(=O)(=O)N(C)C)c2ccccc12)NC(=O)c1ccccc1OC	6%
COc1ccc(OCc2nc(C)c(CCO)c(=O)n2CC(=O)NCc2ccc(F)cc2)cc1	13%
COc1ccc2cc1Nc1ccc(cc1)C[C@H](NCC1CC1)C(=O)N(C)[C@@H](C(=O)Nc1ccccc1)C2	-5%
COc1cccc(-c2cn3c(n2)sc2cc(C(=O)NCc4cccs4)ccc23)c1	?
COc1ccccc1NC(=O)C(Cc1ccccc1)NS(=O)(=O)c1ccc2c(c1)c(=O)n(C)c(=O)n2C (stereo not given)	-15%
COc1ccc(C(=O)C(C)OC(=O)c2sc(C)nc2C)cc1 (stereo not given)	22%
COc1ccc(CN2CCC(n3cc[nH]c3=O)CC2)cc1	13%[86.2 µM]
COc1ccc(CNCC(O)(c2ccccc2)c2ccc(F)cc2)cc1OC (stereo not given)	-9%
CCCc1noc(-c2ccc(NCc3ccccc3OC)c([N+](=O)[O-])c2)n1	-20%
